CaV13 ICDI inh – Disruptors of the CACNA1D IQ motif to Ca2+-dependent inactivation inhibitor domain association, primary screening, Förster resonance energy transfer in intact living …; inhibition, % at 12.3 µM; hit rate 0.098% among 340,000; AID 743397; HEK cells, CFP/YFP FRET ICDI-IQ, plate reader, 10 min; percent FRET-ratio fall versus neutral wells;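 active means mean replicate inhibition of at least 30% and at least 1% of replicates passing that level; inconclusive means only one of the two criteria is met; inactive means neither criterion is met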;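 further: 0% = median of the neutral control wells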
HIF-2a block – HIF-2a inhibition; 786-0 RCC cells HIF-2a reporter, luciferase luminescence, overnight; hit rate 0.72% among 360,000; inhibition, % at 18.8 µM;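 active means inhibition of the luminescence signal of 40% or more relative to plate controls, in a single-dose primary screen at 18.75 µM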
Vif imaging – blocks HIV Vif function | HEK293T cells, Vif self-association by quenched fluorescence, imaging, 24 h | inhibition, % at 7.49 µM | hit rate 0.35% among 340,000 | AID 602346; in the data active means inhibition above about 50%, passing the limit was not always enough; inconclusive means no clear call, values can overlap the other calls; inactive means below about 31%; further: some results filed as inactive read as strong as hits
KKLEB tox – CF airway cell cytotoxicity counter-screen | activity change (cytotoxicity), % at 5 µM | hit rate 0.36% among 360,000 | AID 602141 | KKLEB CF airway cells viability, ATPlite luminescence, overnight; hits give low values; cells stimulated with P. aeruginosa culture filtrate;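 active means corrected activity change at or below -50% at 5 µM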
CF NFkB inh – blocks PAF-induced NF-kB reporter in cystic fibrosis cells | KKLEB NF-kB-GFP reporter, GFP fluorescence overnight | inhibition, % at 5 µM | hit rate 0.86% among 360,000;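 active means at least 50% inhibition at 5 µM, scaled per plate between neutral and stimulator controls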;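 further: PAF is a Pseudomonas aeruginosa culture filtrate used as stimulus; plate controls were PAF-stimulated DMSO wells for no effect and unstimulated DMSO wells for full effect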
NR2E3 ag-1 – NR2E3 (human) agonism | GST-NR2E3/biotin-RetCOR TR-FRET, 1536-well | inhibition of corepressor binding, % at 4.78 µM | hit rate 0.12% among 320,000 | AID 2300;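 active means percent inhibition above the cutoff of mean plus 3 SD of all tested compounds, set per screening campaign, cut at about 20% in these data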;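 further: 0% = DMSO wells and 100% = biotin wells as full block of FRET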
Target sequence (Q9Y5X4 whole entry, looked up): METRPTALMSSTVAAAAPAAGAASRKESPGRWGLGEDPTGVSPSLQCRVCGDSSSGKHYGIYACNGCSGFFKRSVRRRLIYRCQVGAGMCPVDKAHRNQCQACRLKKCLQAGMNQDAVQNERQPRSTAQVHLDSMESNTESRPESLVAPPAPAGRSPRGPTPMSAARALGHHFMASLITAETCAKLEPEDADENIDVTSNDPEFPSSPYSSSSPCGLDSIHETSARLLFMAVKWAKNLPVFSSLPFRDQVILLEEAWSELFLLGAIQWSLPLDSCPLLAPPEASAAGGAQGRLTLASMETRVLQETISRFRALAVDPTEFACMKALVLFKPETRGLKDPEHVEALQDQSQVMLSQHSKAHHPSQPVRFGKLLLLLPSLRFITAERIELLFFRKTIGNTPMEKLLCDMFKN
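System: GST-tagged NR2E3 plus biotinylated RetCOR corepressor; Buffer or medium: pH 7.5 Tris-based buffer; Probe or stimulus: RetCOR corepressor, biotinylated, 7 nM; Doses: compound at 4.8 µM, single dose; Schedule: 5 h incubation at 4 °C; Technique: time-resolved FRET; Evaluation: percent inhibition of TR-FRET ratio; Replication: one well per compound, singlicate testing.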
NR2E3 ag-2 – activates human NR2E3 receptor; CHO-S Gal4-NCOR/VP16-NR2E3 two-hybrid, luciferase; inhibition of corepressor binding, % at 3.98 µM; hit rate 0.35% among 360,000; AID 602229;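 active means inhibition above the mean of all tested compounds plus 3 SD, cut at about 70% in these data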;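 further: 0% = DMSO with NR2E3 transfected cells and 100% = cells lacking NR2E3 construct; higher means lower luciferase signal from less NR2E3 corepressor binding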
Shn3 inh set2 – reduces Shn3 3'UTR luciferase signal in osteoblasts. Clone20 osteoblast Shn3 3'UTR firefly luciferase, 24 h. inhibition, % at 12.5 µM. hit rate 0.52% among 360,000. AID 588674;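 active means mean inhibition of at least 75% with every replicate also reaching 75%; inconclusive means mean inhibition at least 75% but some replicate below; inactive means mean inhibition below 75%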;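 further: 0% = median of neutral control wells and 100% = pilot-screen positive control compound; some compounds past the cut are filed as inactive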
PDI inh – PDI (human) enzyme inhibition; inhibition, % at 10 µM; PDI insulin aggregation turbidity, A650, 90 min; hit rate 0.052% among 350,000; P07237;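 active means mean inhibition across replicates of 30% or more, whatever share of single replicates reach that level; inconclusive means mean inhibition below 30% while every single replicate reaches 30%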;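 further: absorbance from insulin aggregation driven by PDI reduction with DTT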
Target sequence (P07237 whole entry, looked up): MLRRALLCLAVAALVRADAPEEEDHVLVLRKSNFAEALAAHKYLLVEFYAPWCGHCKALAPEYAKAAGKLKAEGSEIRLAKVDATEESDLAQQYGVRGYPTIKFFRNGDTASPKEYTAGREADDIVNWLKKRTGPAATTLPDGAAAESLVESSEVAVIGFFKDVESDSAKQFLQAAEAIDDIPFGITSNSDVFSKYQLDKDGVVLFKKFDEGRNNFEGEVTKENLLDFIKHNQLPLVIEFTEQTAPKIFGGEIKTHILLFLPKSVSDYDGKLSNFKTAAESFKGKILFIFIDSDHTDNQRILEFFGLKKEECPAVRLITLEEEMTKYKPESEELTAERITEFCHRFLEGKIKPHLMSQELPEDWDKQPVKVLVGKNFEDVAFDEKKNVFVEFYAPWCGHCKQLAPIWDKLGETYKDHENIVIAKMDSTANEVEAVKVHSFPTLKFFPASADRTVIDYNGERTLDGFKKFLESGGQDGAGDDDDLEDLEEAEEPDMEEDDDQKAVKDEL
TRPM1 prom inh – inhibitors of MITF-driven TRPM1 promoter in melanoma cells | SK-MEL-5 TRPM1 promoter luciferase, 24 h | inhibition, % at 12.5 µM | hit rate 0.83% among 330,000 | AID 488899;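 active means mean inhibition across replicates of 60% or more, whatever share of single replicates reaches that level; inconclusive means some that reach 60%, reason not given; inactive means mean inhibition across replicates below 60%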; further: values of inactives mirror those of a sister screen read the other way
Peg3 prom inh – inhibitors of Peg3 promoter | HeLa PEG-Prom luciferase reporter, luminescence, overnight | hit rate 1.7% among 360,000 | inhibition, % at 20 µM | AID 588405;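 active means inhibition of at least 50% at 20 µM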
The depositor's hits bear a star; ? = inconclusive; · = no result given.

SMILES | CaV13 ICDI inh | HIF-2a block | Vif imaging | KKLEB tox | CF NFkB inh | NR2E3 ag-1 | NR2E3 ag-2 | Shn3 inh set2 | PDI inh | TRPM1 prom inh | Peg3 prom inh
CNc1ccc(C(=O)OCC(=O)NC(=O)NC2CCCC2)cc1[N+](=O)[O-] | -6 | 1 | · | 10 | -6 | · | 1 | 4 | 1 | 1 | -1
Nc1nc(Nc2cccc(F)c2)nc2ccccc12 | -6 | -339 | 2 | -2 | -17 | -2 | -108 | -15 | 5 | -38 | -223
CCOc1ccc(NC(=O)CC2C(=O)N(c3ccc(OC)cc3)C(=O)N2CCc2ccc(OC)c(OC)c2)cc1 (stereo unspecified) | 2 | 7 | 1 | 6 | -5 | 2 | -24 | 9 | 17 | 2 | 12
COc1ccccc1CNc1ncc(-c2ccc(F)cc2)n1C | -6 | -39 | 1 | -6 | -25 | 0 | -33 | 0 | -2 | -8 | -37
O=C(c1cc(-c2ccccc2)nn1-c1ccccc1)N1CCN(S(=O)(=O)c2ccc(F)cc2)CC1 | -6 | 13 | -3 | -2 | 16 | 0 | -11 | 1 | 6 | 18 | 36
CCCn1ncc(C(=O)N(C)C2CCCN(Cc3ccccc3F)C2)c1C (stereo unspecified) | -2 | 5 | -2 | 4 | 8 | -2 | -3 | 6 | 0 | 3 | 3
CC(=O)Nc1ccc(S(=O)(=O)NCC2CCC(C(=O)NCc3ccccc3)CC2)cc1 (stereo unspecified) | -4 | 10 | -4 | -4 | 10 | -1 | -24 | 6 | -2 | 5 | 1
COc1cc2cccc(OC)c(=O)c2c(O)c1OC | -20 | -99 | -2 | -2 | -20 | -12 | -16 | -30 | 24 | -18 | -72
Cc1ccc(S(=O)(=O)NC(=O)Nc2ccc(C)cn2)cc1 | -3 | -13 | 21 | 1 | -8 | -5 | 9 | -2 | 13 | -2 | -5
CCN1CCN(c2ccc(S(=O)(=O)N3CCCCC3)cc2NC(=O)Cc2ccc(Cl)c(Cl)c2)CC1 | · | -25 | -2 | -3 | 5 | 2 | 3 | -2 | -5 | -4 | 19
Nc1c(C(=O)c2ccccc2)sc2snc(SCC(=O)c3ccccc3)c12 | -13 | -140 | 5 | 0 | -7 | 1 | -66 | -32 | ? | -51 | -50
O=C(COC(=O)c1ccc(Sc2ccccc2)c([N+](=O)[O-])c1)NC1CCS(=O)(=O)C1 (stereo unspecified) | -5 | 20 | 2 | 1 | 3 | 1 | -27 | 22 | 1 | 16 | 0
O=C(Nc1cccnc1)NC1CCCCC1 | -4 | -8 | 4 | 6 | -9 | -4 | -7 | 6 | -4 | -9 | 9
O=C(O)c1ccc2c(c1)C(=O)N(C(Cc1ccc(O)cc1)C(=O)O)C2=O (stereo unspecified) | -4 | 15 | -15 | 6 | 4 | 0 | -2 | 1 | 0 | 8 | 9
c1ccc(-n2c(SCC3CCCCO3)nnc2-c2cnccn2)cc1 (stereo unspecified) | · | 9 | 16 | 4 | 0 | -1 | -2 | -5 | -1 | -7 | 5
COCCNc1nc(NCc2ccc(C(C)C)cc2)c2sccc2n1 | -5 | -7 | -6 | 2 | 19 | · | 46 | 81 | 11 | · | 9
O=C(NC1CCCN(Cc2ccc(Cl)cc2)C1)c1ccnc(Cl)c1 (stereo unspecified) | -6 | 10 | 0 | 7 | -9 | 1 | -18 | -1 | -3 | 9 | 2
CCCc1nc(SCC(=O)NNC(=O)c2ccc(OC)cc2)c2ccccc2n1 | -4 | 25 | · | 3 | 28 | 1 | 5 | -8 | 2 | -10 | 13
Cc1ccc2nc(C(C)(C)C)c(Cc3ccccc3C(F)(F)F)n2c1 | -6 | -21 | · | -9 | 2 | · | -14 | 5 | · | · | -8
CCOc1ccccc1NC(=O)CN(C)S(=O)(=O)c1ccc(OC)c(C)c1 | · | -11 | · | 0 | 9 | 2 | 3 | 34 | 12 | -5 | 8
Cc1cccc(C)c1NC(=S)N(c1ccccc1)C(C)C | -5 | 22 | 6 | -3 | 13 | 3 | 4 | 1 | 8 | -5 | 8
Cc1ccc(S(=O)(=O)CC(c2ccccc2)N2CCCCC2)cc1 (stereo unspecified) | -6 | 19 | -1 | -14 | 5 | 2 | -1 | 23 | -5 | 11 | -2
Nc1nc(CCl)nc(Nc2ccc3ccccc3c2)n1 | -5 | -125 | -8 | -37 | 78* | · | -30 | -72 | 12 | 15 | -32
Cc1cc(C)nc(/N=C(\N)C2=C(O)CC(C)(C)CC2=O)n1 | · | -55 | -4 | -5 | -10 | -1 | -43 | -7 | -4 | -20 | -34
CC1(C)CC(=O)C=C(NCc2ccc(Cl)c(Cl)c2)C1 | -4 | 1 | 3 | -6 | 10 | 5 | -4 | -9 | 0 | 9 | 16
CC(C)Cn1c(N)c(C(=O)COC(=O)c2cc3ccccc3cc2O)c(=O)n(C)c1=O | -6 | 13 | -24 | -18 | 3 | · | 10 | 29 | -12 | 3 | -6
CCc1cc2cc3c(cc2nc1SCC(=O)OC(C)C)OCO3 | -6 | -11 | -4 | -2 | 0 | -2 | 4 | -9 | -2 | 3 | 1
COc1ccc(Nc2nnc(-c3ccncc3)s2)cc1Cl | -18 | 8 | 6 | 4 | -21 | -2 | -15 | 17 | -9 | 2 | 21
CCOc1ccc2oc(-c3ccccc3)c(C(N)=O)c2c1 | -3 | -60 | -3 | -11 | -7 | 0 | -35 | -12 | -2 | -16 | -113
CC(C)C1Oc2ccccc2N(CC(=O)N(Cc2ccccn2)CC2CCCO2)C1=O (stereo unspecified) | -8 | 14 | -3 | -9 | 6 | -2 | -5 | -2 | 2 | -3 | 6
CCOc1cc(/C=C2\SC(=O)N(c3ccc(O)cc3)C2=O)ccc1O | -19 | -55 | 2 | 12 | 2 | 2 | -49 | -9 | 8 | 3 | -38
Cc1ccc(N=C(N)N=C(N)N)c(C)c1 | -5 | 10 | -2 | 10 | -5 | 2 | 2 | -19 | 4 | -6 | 9
CC(=O)N1C(O)CC(C)N1c1ccccc1 (stereo unspecified) | -4 | 3 | 9 | -5 | 7 | 0 | -35 | 17 | 3 | -7 | -6
Cc1ccn2c(=O)nc(SCC(=O)OCc3ccccc3)nc2c1 | -3 | 9 | -12 | 12 | -1 | 5 | -6 | 3 | 5 | 6 | -8
Cn1c(=O)c2c(nc(CN3CCN(CCO)CC3)n2Cc2cccc3ccccc23)n(C)c1=O | -4 | 6 | -9 | 13 | -6 | -1 | 9 | 0 | -2 | -3 | 8
Cc1cccc(NC(=S)N/N=C/c2cccc(O)c2)c1C | -17 | 1 | 9 | -9 | -3 | 6 | -78 | -1 | 2 | 44 | 9
CC1(C(=O)NC2CCN(Cc3ccccc3)CC2)CCN1Cc1ccc2ccccc2c1 (stereo unspecified) | -11 | -1 | -4 | -7 | 20 | · | 7 | 10 | 1 | · | 27
COc1ccc(C(=O)ON=C(C)c2nccs2)cc1 | -6 | -36 | -9 | 7 | -39 | · | 9 | 4 | 1 | · | -4
Cc1cccc(/C=C2/Sc3ccc(C(=O)NCCN4CCCC4)cc3NC2=O)c1 | -4 | 5 | 7 | -19 | 14 | 0 | -34 | -3 | 2 | 89* | 94*
COC(=O)c1c(-c2ccc(C)cc2)csc1NC(=S)NC(=O)c1cc(OC)cc(OC)c1 | -5 | 23 | -15 | 8 | -1 | -1 | -11 | -8 | -1 | -5 | 3
CCc1cc[n+](C(C(=S)Nc2cccc(C)c2)=C([O-])c2ccc(C)c([N+](=O)[O-])c2)cc1 | -6 | -18 | -3 | 2 | -13 | · | -15 | 5 | -11 | 3 | -12
COc1cccc(-c2cnc3c(NC(C)=O)cc(-c4cccc(NC(C)=O)c4)cn23)c1 | -5 | -3 | -5 | 3 | -3 | · | 10 | -5 | -7 | · | 10
CC1=C(C(=O)N(C(C)C)C(C)C)CC(CC(=O)NCCCN(C)C)C(=O)N1Cc1ccc(C(C)(C)C)cc1 (stereo unspecified) | -5 | -4 | · | -8 | 10 | · | 0 | -6 | · | · | 5
Cc1cccc(CNC(=O)C2CCC(=O)N(CCc3cccc(F)c3)C2)n1 (stereo unspecified) | -3 | 6 | 3 | 6 | -5 | · | -22 | 1 | 5 | 6 | -3
COC(=O)c1ccc(NC(=S)NC2CC(C)(C)NC(C)(C)C2)cc1 | -5 | 14 | -4 | -9 | 9 | -2 | -10 | 10 | -5 | 7 | -5
CCCc1cc(=O)[nH]c(SCC(=O)N2C(C)CCCC2C)n1 (stereo unspecified) | -2 | 11 | 13 | 1 | 11 | -2 | -28 | -8 | 5 | 7 | 0
O=C(CCN1CCN(c2ccccc2)CC1)N/N=C/c1ccccc1OC(F)F | -4 | 21 | -5 | 13 | -13 | -2 | 29 | 42 | -4 | 6 | 15
CN1CCc2c(sc(NC(=O)C3COc4ccccc4O3)c2C(N)=O)C1 (stereo unspecified) | -3 | -86 | -1 | -8 | 9 | 1 | -2 | -58 | -3 | -25 | 32
CCCCN(C(=O)C1COc2ccccc2O1)c1c(N)n(CCC)c(=O)[nH]c1=O (stereo unspecified) | -2 | 4 | 5 | -11 | -15 | · | -20 | 6 | -4 | 0 | 2
CNC(=S)N(CCc1ccc(S(N)(=O)=O)cc1)C1CC(=O)N(c2ccccc2F)C1=O (stereo unspecified) | 8 | 18 | -1 | 5 | -5 | 2 | -22 | -16 | -9 | -2 | 8
Nc1nccc(-c2cc(-c3ccc(Cl)cc3Cl)no2)n1 | -5 | -231 | -3 | -22 | 51* | 2 | -95 | -35 | -2 | -23 | -112
Cn1nnnc1SCC(=O)NC(=O)c1cccc([N+](=O)[O-])c1 | -17 | 15 | -1 | 5 | -4 | -1 | 11 | 3 | -3 | 13 | 2
Fc1ccccc1C(c1nnnn1Cc1ccc2c(c1)OCO2)N1CCN(Cc2ccccc2)CC1 (stereo unspecified) | -4 | 17 | 9 | 0 | 11 | 0 | -46 | 8 | 2 | 23 | 12
CCOC(=O)c1sc(N)c(C(=O)Nc2ccccc2OC)c1C | -1 | -6 | -1 | -8 | 9 | 1 | -7 | -20 | 1 | 26 | 10

Screens: PubChem, several laboratories
